Screens deposited in PubChem BioAssay by several laboratories.
Rab2A wt mod: changes GTP binding to wildtype dog Rab2A, up or down; actives 0.19% (n = 190,000); GST-Rab2 wt beads, Bodipy-GTP binding, flow cytometry; AID 760; P61105; GTP binding activity, % at 10 µM;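 active = GTP binding activity at least 20 points away from 100%, either lowered or raised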;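 also: 0% = beads with excess unlabeled GTP and 100% = no-compound control corrected for plate trend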
RGS8-Gao: human RGS8-Galphao interaction regulation | multiplexed bead flow cytometry, RGS8-Galphao binding; actives lie on both sides | AID 1423 | P09471 | actives 0.34% (n = 220,000) | response (percent of control binding), % at 10 µM; in the data active = response below about 60% or above about 140%; inactive = in between;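 also: Galphao activated as the GDP aluminium fluoride complex binding bead-coupled RGS8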
Target sequence (P09471 whole entry, looked up): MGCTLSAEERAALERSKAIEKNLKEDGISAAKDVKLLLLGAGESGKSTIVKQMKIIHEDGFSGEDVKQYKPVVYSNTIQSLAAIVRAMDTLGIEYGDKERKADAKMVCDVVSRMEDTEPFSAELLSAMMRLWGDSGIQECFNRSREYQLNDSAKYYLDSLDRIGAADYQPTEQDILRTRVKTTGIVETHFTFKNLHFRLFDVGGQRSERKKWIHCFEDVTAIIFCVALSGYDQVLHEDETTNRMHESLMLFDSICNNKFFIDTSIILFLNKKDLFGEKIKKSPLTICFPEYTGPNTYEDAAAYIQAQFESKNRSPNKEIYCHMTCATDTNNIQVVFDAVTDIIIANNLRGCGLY
Mcl1 Bid PPI: Mcl-1/Bid interaction inhibition; AID 1021; actives 0.97% (n = 220,000); Q07820; TR-FRET Mcl-1/Bid-Dy647 peptide binding, 1536-well; inhibition, % at 21.7 µM;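 active = compounds that cut the binding signal by more than half at the single screening dose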;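 also: His-tagged Mcl-1 with europium anti-His antibody binding Bid BH3 peptide; 0% = Mcl-1 plus peptide wells and 100% = peptide-only wells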
Target sequence (Q07820 whole entry, looked up): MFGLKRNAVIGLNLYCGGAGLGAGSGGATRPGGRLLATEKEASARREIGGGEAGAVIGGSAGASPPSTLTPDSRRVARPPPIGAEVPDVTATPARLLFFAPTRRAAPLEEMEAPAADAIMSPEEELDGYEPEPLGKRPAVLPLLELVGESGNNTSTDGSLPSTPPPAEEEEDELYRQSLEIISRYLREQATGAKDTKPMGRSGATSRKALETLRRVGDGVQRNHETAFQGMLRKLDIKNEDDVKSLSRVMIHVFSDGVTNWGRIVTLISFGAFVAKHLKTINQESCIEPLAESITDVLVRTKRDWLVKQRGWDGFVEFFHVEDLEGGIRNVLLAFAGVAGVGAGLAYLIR
Cdc42 wt GTP: changes GTP binding to wildtype human Cdc42. percent activity (GTP binding), % at 10 µM. GST-Cdc42 beads, Bodipy-GTP binding, flow cytometry; actives lie on both sides. AID 761. actives 0.2% (n = 190,000);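 active = percent activity GTP binding at least 20 points away from the 100% baseline, either down as inhibitor or up as activator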;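 also: median bead fluorescence of bound Bodipy-FL-GTP at 100 nM; 0% = excess unlabeled GTP control and 100% = no compound control; below 100% means less GTP binding so inhibitor and above means activator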
Target sequence (P60953 whole entry, looked up): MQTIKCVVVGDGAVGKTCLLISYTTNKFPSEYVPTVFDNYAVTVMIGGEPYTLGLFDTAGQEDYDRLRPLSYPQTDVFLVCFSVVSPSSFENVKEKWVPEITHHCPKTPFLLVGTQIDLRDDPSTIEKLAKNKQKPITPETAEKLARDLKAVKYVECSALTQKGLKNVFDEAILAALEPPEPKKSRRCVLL
HRas wt GTP: human HRas wildtype GTP binding, change in either direction. P01112. GST-Ras wt beads, Bodipy-FL-GTP binding, flow cytometry; actives lie on both sides. GTP binding activity, % at 10 µM. actives 0.14% (n = 190,000). AID 759;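 active = GTP binding activity at least 20% away from the 100% baseline, either lowered as inhibitor or raised as activator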;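 also: 0% = unlabeled GTP competition control and 100% = no-compound control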
Mcl1-Noxa inh: Mcl-1/Noxa interaction inhibition | Q07820 | TR-FRET Mcl-1/Noxa peptide binding, 2 h | inhibition, % at 21.7 µM | actives 1.5% (n = 220,000);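 active = compounds that cut the protein-peptide binding signal by more than 50% relative to plate controls in a single-dose test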;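 also: His-tagged Mcl-1 with rhodamine Noxa BH3 peptide and terbium anti-His antibody; 0% = Mcl-1 plus Noxa peptide wells and 100% = peptide-only wells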
Rac1 wt GTP bind: alters GTP binding to wildtype human Rac1. actives 0.27% (n = 190,000). P63000. GST-Rac1 beads, fluorescent GTP binding, flow cytometry; actives lie on both sides; 0 = cold GTP competed, 100 = untreated. AID 757. GTP binding activity (% of control), % at 10 µM;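 active = GTP binding activity at least 20 points away from the 100% control level, either lower or higher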
Rac1 mut GTP: modulators of GTP binding to human Rac1 activated mutant. P63000. GST-Rac1 activated beads, fluorescent GTP binding, flow cytometry; actives lie on both sides; 100% means binding = to untreated wells. percent activity (GTP binding), % at 10 µM. actives 0.11% (n = 190,000). AID 764;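 active = GTP binding at least 20 percentage points away from the 100% baseline, in either direction, so actives lie on both sides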
Mcl-1 Bim block: disrupts Bim peptide binding to human Mcl-1; Q07820; inhibition, % at 10 µM; actives 0.1% (n = 190,000); Bead-based flow cytometry, Bim peptide-Mcl-1 binding; in the data active = inhibition above about 40%;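 also: 0% = no compound tracer wells and 100% = peptide blocker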
Rab7 wt GTP bind: dog Rab7 wildtype GTP binding, inhibitors and activators. GST-Rab7 beads, fluorescent GTP binding, flow cytometry; actives lie on both sides; untreated = 100%, excess cold GTP = 0%. GTP binding activity (percent of control), % at 10 µM. actives 0.055% (n = 190,000);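 active = fluorescent GTP binding to Rab7 beads changed by at least 20 points from the 100% baseline, either direction, mostly lower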;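 also: median green fluorescence of bound Bodipy-FL-GTP per Rab7 bead population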
Pf gamet viab: inhibitors of late stage P. falciparum gametocyte viability | P. falciparum stage V gametocytes, ATP luminescence, 24 h | actives 0.065% (n = 150,000) | inhibition, % at 10.9 µM | AID 743093;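 active = inhibition above the mean plus 3 SD of compounds within the control limits, set per campaign, cut at about 38% in these data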;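 also: 0% = DMSO wells and 100% = medium only without gametocytes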
Numbers without * were called inactive; / = no result given.

nr	mol	Rab2A wt mod	RGS8-Gao	Mcl1 Bid PPI	Cdc42 wt GTP	HRas wt GTP	Mcl1-Noxa inh
1	Cc1ccn(CC(=O)N2CCCC(C(=O)c3cccc4ccccc34)C2)n1 (stereo not given)	99	103	-63	100	100	12
2	CC(C)Oc1ccc(C(CC(=O)O)NC(=O)C2CCCCC2)cc1 (stereo not given)	100	103	-4	102	101	-1
3	CC(Oc1ccc(Cl)cc1Cl)C(=O)NCCN1CCOCC1 (stereo not given)	101	102	-14	101	102	9
4	CC12C(=O)N(c3cccc(OC(=O)c4ccco4)c3)C(=O)C1C1c3ccccc3C2c2ccccc21 (stereo not given)	100	101	-26	106	100	-31
5	COc1ccc(N(C(C)C(=O)N/N=C/c2ccc(OC(C)C)cc2)S(C)(=O)=O)cc1 (stereo not given)	97	103	1	98	99	3
6	COc1ccccc1NC(=S)N/N=C/c1ccc(O)cc1	96	121	-1	95	96	17
7	Cc1nn(-c2ccccc2)c2[nH]c(=O)c(CNc3ccc4c(c3)OCCO4)cc12	90	100	-169	93	93	50
8	COc1ccccc1-c1ccc(=O)n(CC(=O)NCc2ccc3c(c2)OCO3)n1	102	100	-9	105	103	4
9	N#C/C(=C\C1=C(N2CCOCC2)C(=C/c2cccc([N+](=O)[O-])c2)/CC1)C(=O)Nc1ccccc1F	104	101	-2	108	101	1
10	O=C(c1ccco1)N1CCN(CC(=O)N2CCCc3c2c(=O)oc2ccc(O)cc32)CC1	100	101	-49	100	99	6
11	O=C(CCN1C(=O)C2C3C=CC(C3)C2C1=O)N1CCN(c2ccccn2)CC1 (stereo not given)	104	102	-9	105	103	0
12	C/C(=N/NC(=S)Nc1cccc(C)c1)c1cccc([N+](=O)[O-])c1	94	97	-54	90	93	-14
13	Nc1[nH]nc2nc(N3CCCC3)nc(-c3ccccc3)c12	103	100	-9	102	102	4
14	O=C(NNC(=O)C1CC2CCC1C2)c1ccccc1 (stereo not given)	100	103	-13	101	100	9
15	Cc1cc(S(=O)(=O)N2CCCOC2CNC(=O)C(=O)NCc2ccco2)ccc1F (stereo not given)	96	104	-12	93	98	6

nr	Rac1 wt GTP bind	Rac1 mut GTP	Mcl-1 Bim block	Rab7 wt GTP bind	Pf gamet viab
1	99	94	-1	98	10
2	101	98	-1	103	/
3	105	95	1	106	0
4	109	101	-124	99	-7
5	97	96	0	99	10
6	90	100	3	98	-35
7	91	91	0	90	/
8	112	102	0	99	/
9	104	102	-2	98	-22
10	105	99	2	96	2
11	108	103	-2	99	/
12	92	91	2	103	3
13	103	99	0	102	/
14	101	98	0	100	-17
15	97	95	-1	103	-5

Molecules shown so far containing an aryl methoxy group (three):
nr	mol	Rab2A wt mod	RGS8-Gao	Mcl1 Bid PPI	Cdc42 wt GTP	HRas wt GTP	Mcl1-Noxa inh
5	COc1ccc(N(C(C)C(=O)N/N=C/c2ccc(OC(C)C)cc2)S(C)(=O)=O)cc1 (stereo not given)	97	103	1	98	99	3
6	COc1ccccc1NC(=S)N/N=C/c1ccc(O)cc1	96	121	-1	95	96	17
8	COc1ccccc1-c1ccc(=O)n(CC(=O)NCc2ccc3c(c2)OCO3)n1	102	100	-9	105	103	4

nr	Rac1 wt GTP bind	Rac1 mut GTP	Mcl-1 Bim block	Rab7 wt GTP bind	Pf gamet viab
5	97	96	0	99	10
6	90	100	3	98	-35
8	112	102	0	99	/

The listing picks up; the four compounds before the break are reprinted first.
nr	mol	Rab2A wt mod	RGS8-Gao	Mcl1 Bid PPI	Cdc42 wt GTP	HRas wt GTP	Mcl1-Noxa inh
12	C/C(=N/NC(=S)Nc1cccc(C)c1)c1cccc([N+](=O)[O-])c1	94	97	-54	90	93	-14
13	Nc1[nH]nc2nc(N3CCCC3)nc(-c3ccccc3)c12	103	100	-9	102	102	4
14	O=C(NNC(=O)C1CC2CCC1C2)c1ccccc1 (stereo not given)	100	103	-13	101	100	9
15	Cc1cc(S(=O)(=O)N2CCCOC2CNC(=O)C(=O)NCc2ccco2)ccc1F (stereo not given)	96	104	-12	93	98	6
16	COc1cc(-c2ccccc2)nc2ccccc12	99	96	6	99	96	-6
17	Cc1nn(-c2nc3ccccc3s2)c(N)c1Sc1ccc(F)cc1	101	101	-28	101	102	19
18	COc1ccc(Cc2nnc(SCC(=O)NC3CCCC3)o2)cc1	103	106	-2	105	103	-12
19	Cc1ccc(Cl)cc1N1CCN(C(=O)Cc2c(C(=O)O)[nH]c3ccc(Cl)cc23)CC1	84	98	18	87	87	21
20	CCn1c(=S)[nH]c2sc3c(c2c1=O)CCCCC3	94	98	-51	92	94	15
21	CC(=O)c1ccc(NC(=O)COC(=O)CCN2C(=O)c3cccc([N+](=O)[O-])c3C2=O)cc1	100	98	-9	99	98	17
22	CC1(C)CC(=O)C2=C(C1)OC(N)=C(C#N)C2c1ccoc1 (stereo not given)	100	102	-23	97	99	23
23	CCOC(=O)CN1C(=O)C(CC)Oc2ccccc21 (stereo not given)	101	102	-22	101	103	18
24	C=CCNc1cnn(-c2ccc(C)cc2)c(=O)c1Cl	101	110	4	102	101	0
25	CCCN(CCO)Cc1ccc(Br)cc1	100	104	24	105	103	13
26	CCOC(=O)N1CCC(N2CCN(S(=O)(=O)c3ccc(OC)cc3)CC2)CC1	94	94	29	94	95	30
27	COc1ccc(NC(=O)c2c(C)cc(=O)oc2C)c(OC)c1	98	103	-15	99	100	-4
28	Cc1cc(C)cc(NC(=O)c2oc3ccccc3c2COc2ccccc2)c1	100	100	0	107	102	6
29	CCC(CC)C(=O)Nc1cccc(C(=O)Nc2nnc(C)s2)c1	92	100	-10	99	94	3
30	COc1cc(C(=O)O/N=C2/C=C(C)C(=O)C=C2C)cc(OC)c1OC	102	102	-12	102	101	14

nr	Rac1 wt GTP bind	Rac1 mut GTP	Mcl-1 Bim block	Rab7 wt GTP bind	Pf gamet viab
12	92	91	2	103	3
13	103	99	0	102	/
14	101	98	0	100	-17
15	97	95	-1	103	-5
16	101	97	-3	94	-37
17	102	100	0	101	/
18	106	101	-3	103	/
19	88	85	2	92	-6
20	91	90	-3	101	-4
21	98	101	-6	92	/
22	100	94	-3	107	/
23	109	100	-5	101	/
24	102	100	-2	103	1
25	102	100	3	97	/
26	97	92	-3	94	-28
27	97	94	-2	98	/
28	101	101	-4	99	/
29	96	93	1	96	-37
30	103	98	-11	99	6

The results go on:
nr	mol	Rab2A wt mod	RGS8-Gao	Mcl1 Bid PPI	Cdc42 wt GTP	HRas wt GTP	Mcl1-Noxa inh
31	Cc1cc(NC(=O)c2cnn3cccnc23)nn1CC(=O)Nc1cccnc1	99	100	-5	99	101	13
32	COc1cc(CO)ccc1Oc1nnnn1-c1ccc(C(N)=O)cc1	106	100	-6	108	105	-22
33	N#C/C(=C/c1ccc(CNC(=O)C(=O)Nc2cc(Cl)cc(Cl)c2)o1)C(=O)NCc1cccnc1	93	103	28	103	97	27
34	COCCNC(=O)c1ccc(CN2CCOCC2)cc1	91	114	-7	94	91	-4
35	CC1(C)C([N+](=O)[O-])C(c2ccccc2O)NC(c2ccccc2O)C1[N+](=O)[O-] (stereo not given)	92	102	11	95	95	15
36	COc1ccc(CCNC(=O)CSc2nnc(Cc3cccn3C)n2C)cc1OC	97	101	-37	96	96	7
37	N#CCSCC(=O)Nc1ccc(F)cc1	106	102	-12	105	105	8
38	S=C(NCCC1=CCCCC1)Nc1ccccc1	93	100	-37	98	96	9
39	Cc1cccc(C)c1-n1c(C)cc(/C=C2\C(=O)NN(c3ccccc3)C2=O)c1C	99	100	-15	98	100	19
40	Cc1ccc(NC(=O)OCc2ccccc2S(C)=O)cc1 (stereo not given)	102	99	-5	98	100	6
41	CCN(CC)CCCOc1ccc(C)cc1Br	99	101	22	97	99	15
42	O=S(=O)(N/N=C1/CCCc2ccccc21)c1ccc(Br)cc1	98	102	-3	96	98	15
43	CCOC(=O)C(=Nc1ccc(Cl)cc1)NO	99	103	-33	99	101	3
44	Cc1ccc(C)c(SCc2noc(C(=O)NC(C)C)c2C(=O)O)c1	94	104	34	97	96	31

nr	Rac1 wt GTP bind	Rac1 mut GTP	Mcl-1 Bim block	Rab7 wt GTP bind	Pf gamet viab
31	98	92	2	102	12
32	104	101	-5	102	/
33	99	98	-5	97	/
34	95	90	-8	91	-9
35	97	94	5	93	/
36	105	100	2	96	1
37	101	100	0	104	/
38	96	93	-5	95	/
39	104	97	0	102	21
40	100	96	0	104	-38
41	103	99	0	101	/
42	102	94	-4	99	-35
43	102	99	-7	99	1
44	93	92	-4	94	-18

Quoted from the listing.
Mcl-1 Bim block with CC1(C)C([N+](=O)[O-])C(c2ccccc2O)NC(c2ccccc2O)C1[N+](=O)[O-] (stereo not given) → 5
Rab7 wt GTP bind with Cc1ccc(NC(=O)OCc2ccccc2S(C)=O)cc1 (stereo not given) → 104
HRas wt GTP with CCN(CC)CCCOc1ccc(C)cc1Br → 99
Cdc42 wt GTP with COCCNC(=O)c1ccc(CN2CCOCC2)cc1 → 94
Mcl-1 Bim block with N#CCSCC(=O)Nc1ccc(F)cc1 → 0
